RGS12 GoLoco inh = qHTS Assay for Inhibitors of RGS12 GoLoco Motif Activity (Red Fluorophore). 230,000 compounds, 0.44% hits. Gai1:RGS12 GoLoco peptide FP, rhodamine, 10 min. Potency, µM (series often up to 61.6 µM), inactives show at the top dose activity, negative = inhibition, most hits filed as inhibitors. Guanine nucleotide-binding protein G(i) subunit alpha-1 (Homo sapiens), P63096; active = well fitted inhibition curve with a large enough effect, not every such curve was filed as active; inactive = no such curve, though single readings can be large or run the other way; note: % is set by controls: 0 for no effect and ±100 for the full control effect; nearly all actives have a fitted effect of over 30% in size; many of its hits are not listed in these tables
TRb-SRC2 inh = qHTS for Inhibitors of the Interaction of Thyroid Hormone Receptor and Steroid Receptor Coregulator 2. Thyroid hormone receptor beta (Homo sapiens), P10828. 280,000 compounds, 0.065% hits. Potency, µM (titrated, usually from 106 µM), for the others: top-dose activity change, negative = inhibition, usual class: inhibitors. TRbeta-SRC2 peptide binding, fluorescence polarization; receptor liganded with 1 µM T3;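 note: plate controls were bound peptide for no effect and peptide without receptor for full effect; nearly all actives have a fitted effect of over 50% in size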
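A fluorescence polarization screen tested compounds at multiple concentrations against complex formation between 0.6 uM TRb ligand-binding domain and 20 nM Texas Red SRC2 peptide, with 1 uM T3 present; readout after 5 hr.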
RECQ1 helicase = qHTS Assay for Inhibitors of RecQ-Like Dna Helicase 1 (RECQ1) | ATP-dependent DNA helicase Q1 (Homo sapiens), P46063 | RECQ1 DNA unwinding, red fluorescence kinetic read | Potency, µM (top dose mostly 57.3 µM), inactives show at the highest dose activity, negative = inhibition, actives largely listed as inhibitors | 240,000 compounds, 0.54% hits;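 note: plate controls were vehicle for no effect and no enzyme for full effect; nearly all actives have a fitted effect of over 30% in size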
Target sequence (P46063 whole entry, looked up): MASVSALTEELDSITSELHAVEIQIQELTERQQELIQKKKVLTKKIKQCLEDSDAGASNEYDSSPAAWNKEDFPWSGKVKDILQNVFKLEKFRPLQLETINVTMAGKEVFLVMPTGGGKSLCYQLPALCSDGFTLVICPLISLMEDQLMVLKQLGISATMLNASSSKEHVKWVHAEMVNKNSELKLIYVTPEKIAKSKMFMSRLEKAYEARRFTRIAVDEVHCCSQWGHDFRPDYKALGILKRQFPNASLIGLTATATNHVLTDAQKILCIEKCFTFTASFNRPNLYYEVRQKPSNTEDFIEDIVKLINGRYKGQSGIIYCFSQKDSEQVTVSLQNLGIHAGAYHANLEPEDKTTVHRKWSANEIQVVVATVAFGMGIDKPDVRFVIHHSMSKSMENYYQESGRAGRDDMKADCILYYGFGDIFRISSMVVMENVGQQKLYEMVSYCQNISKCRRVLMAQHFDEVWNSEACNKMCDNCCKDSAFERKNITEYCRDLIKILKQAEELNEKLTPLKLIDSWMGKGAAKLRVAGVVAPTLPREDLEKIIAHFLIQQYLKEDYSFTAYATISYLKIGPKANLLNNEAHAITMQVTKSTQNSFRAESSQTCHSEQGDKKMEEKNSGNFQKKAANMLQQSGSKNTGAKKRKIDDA
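RECQ1T1 50 nM; forked duplex (20 bp + 30-nt ss tails) 200 nM, ATP 2 mM final; pH 8.0, 2 mM MgCl2, 2.5 ug/ml poly(dI-dC); 15 min compound preincubation; discontinuous kinetic read over 2 h at RT.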
Lamin A splicing = qHTS Assay for Modulators of Lamin A Splicing; HeLa LMNA splicing GFP/RFP minigene ratio, 48 h; Potency, µM (top dose mostly 46.1 µM), for the others: at the highest dose ratio change, negative = inhibition, most hits filed as inhibitors; 200,000 compounds, 0.01% hits; AID 1487, 2009; active = well fitted inhibition curve with a large enough effect in the signal ratio, with a control signal flat, not every such curve was filed as active; inconclusive = small, poorly fitted or top-dose-only effect, or effect the other way, or a change in a side signal; the % refers to the signal ratio; note: % is set by controls: 0 for no effect and ±100 for the full control effect
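S3 HeLa cells stably expressing lamin A-EGFP splicing minigene plus DsRed2, 600 cells/well, 48 h compound exposure at 37C. Laser-scanning cytometry; analysed as GFP (500-530 nm)/RFP (575-640 nm) total intensity ratio; 0.5% DMSO vehicle.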
TR SRC2 fluor cs = Total Fluorescence Counterscreen for Inhibitors of the Interaction of Thyroid Hormone Receptor and Steroid Receptor Coregulator 2; TRb/SRC2 Texas Red total fluorescence interference; Potency, µM (series often up to 106 µM), for inactives: at the highest dose fluorescence change, negative = quenching; 280,000 compounds, 0.29% hits; AID 1479, 2009; active = well fitted curve in either direction with a large enough effect; inconclusive = small, poorly fitted or top-dose-only effect; note: % is set by controls: 0 for no effect and ±100 for the full control effect
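Human TRb ligand-binding domain at 0.6 uM with 20 nM Texas Red SRC2 peptide in Tris buffer containing 1 uM T3 and 5% DMSO, incubated with compound 5 h at ambient temperature. Total fluorescence (555/632 nm) calculated as parallel + 2 × perpendicular.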
SMN2 splice up = qHTS Assay for Enhancers of SMN2 Splice Variant Expression; HEK293 SMN2-luciferase splicing reporter, luminescence, 30-36 h; Potency, µM (highest dose often 46.1 µM), without a hit: at the highest dose activity change, positive = activation, usual class: activators; 210,000 compounds, 2.8% hits; note: % of control where 0% means no effect; nearly all actives have a fitted effect of over 55% in size
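HEK293 cells carry an SMN2 minigene-luciferase reporter in which exon 7 inclusion puts luciferase in frame. Cells were seeded at 2000 cells/well, attached for 10-12 hours, then exposed to compounds for 30-36 hours at 37C before ONE-Glo luminescence.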
ALDH1A1 inh = qHTS Assay for Inhibitors of Aldehyde Dehydrogenase 1 (ALDH1A1) | Aldehyde dehydrogenase 1A1 (Homo sapiens), P00352 | Purified ALDH1A1, NADH fluorescence, propionaldehyde substrate | Potency, µM (top dose mostly 75.3 µM), for the others: top-dose activity, negative = inhibition, hits mostly inhibitors | 220,000 compounds, 7.3% hits | AID 1030, 2008; active = well fitted inhibition curve with a large enough effect, not every such curve was filed as active; inconclusive = small, poorly fitted or top-dose-only effect, or another doubt; inactive = no such curve, though single readings can be large or run the other way;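 note: plate controls were no enzyme wells and a reference inhibitor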
KDM4E inh = qHTS Assay for Inhibitors of Human Jumonji Domain Containing 2E (JMJD2E); Potency, µM (series often up to 57.1 µM), inactives show at the highest dose activity change, negative = inhibition, actives largely listed as inhibitors; JMJD2E catalytic domain, FDH-coupled NADH fluorescence (FDH is formaldehyde dehydrogenase); Lysine-specific demethylase 4E (Homo sapiens), B2RXH2; 230,000 compounds, 1.6% hits; active = well fitted inhibition curve with a large enough effect, not every such curve was filed as active; inconclusive = small, poorly fitted or top-dose-only effect, or another doubt; inactive = no such curve, though single readings can be large or run the other way;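 note: 0% = wells with enzyme and -100% = buffer wells without enzyme; nearly all actives have a fitted effect of over 50% in size; many of its hits are not listed in these tables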
* marks the source's active call; other numbers are inactive results; i = inactive; ? = inconclusive; nt = no result given; & = joins results of further samples; [ ] = dose if it differs, or a comment. Unless noted, calls come from the whole dose curve; as a rule, active = well fitted curve in the direction sought with a large enough effect; inconclusive = small, poorly fitted or top-dose-only effect, or another doubt; inactive = no such curve, though single readings can be large; an effect the other way counts as inactive or inconclusive. Potency is the fitted concentration of half-maximal effect. Only part of the results is shown; rates above refer to the full screens.

Screens by letter: A = RGS12 GoLoco inh; B = TRb-SRC2 inh; C = RECQ1 helicase; D = Lamin A splicing; E = TR SRC2 fluor cs; F = SMN2 splice up; G = ALDH1A1 inh; H = KDM4E inh
CC(N=C1CC(C)(C)CC(=O)/C1=C(/O)CCCN1C(=O)c2ccccc2C1=O)C(=O)O (stereo not given)
  A: 3%; B: -1%; C: -1%; D: ?; E: -2%; F: -29%; G: -13%; H: 0%

O=C1CCC(=O)N1CNc1cccnc1
  A: 7%; B: -3%; C: -2%; D: 18%; E: 0%; F: -2%; G: 12%; H: -1%

COc1cccc(OC)c1C(=O)Nn1c(-c2cccc(C)c2)nc2ccccc2c1=O
  A: 6%; B: 3%; C: -18%; D: nt; E: -3%; F: -13%; G: 8%; H: -10%

OCCNC(=S)Nc1cccc(Cl)c1Cl
  A: 13%; B: -2%; C: -7%; D: nt; E: -1%; F: nt; G: 4%; H: -3%

Cc1csc(NC(=O)Nc2ccc(Cl)cc2)n1
  A: -7%; B: -22%; C: -1%; D: 4%; E: -2%; F: -5%; G: 5%; H: 7%

COc1cc(/C=N/Nc2nc(Nc3ccccc3)nc(N3CCOCC3)n2)ccc1OC(=O)c1ccco1
  A: 1%; B: 1%; C: -6%; D: nt; E: 1%; F: 23%; G: ?; H: -3%

O=C(N/N=C/c1cccs1)c1cccc(S(=O)(=O)Nc2ccc(Cl)cc2)c1
  A: 25%; B: 2%; C: i; D: nt; E: -1%; F: -58%[inhibitor]; G: 1%; H: 0%

CN1N=C(C(C)(C)C)CSC1=Nc1ccccc1
  A: 5%; B: 2%; C: -7%; D: ?; E: -4%; F: nt; G: -2%; H: -10%

COc1ccc(-c2ccc3c(N)c(C(=O)c4ccc(OC)c(OC)c4)sc3n2)cc1
  A: 34%[activator]; B: -2%&-1%; C: -9%; D: -2%; E: -3%&1%; F: 19%&1%; G: -3%; H: 1%

CCc1ccc(N2CC(C(=O)Nc3nccs3)CC2=O)cc1 (stereo not given)
  A: 3%; B: -13%; C: -12%; D: ?; E: 0%; F: -2%; G: ?; H: -1%

O=C1c2ccccc2C(=O)C1c1ccnc2ccccc12
  A: 8%; B: 6%; C: -1%; D: -8%; E: -4%; F: 0.4µM*; G: 3%; H: 1%

O=C(OCc1nnc(-c2ccccc2)o1)c1cc([N+](=O)[O-])ccc1Cl
  A: 4%; B: -7%; C: i; D: ?; E: -1%; F: 7%; G: -6%; H: -2%

CC(OC(=O)CCCc1nc2ccccc2s1)C(=O)NC(N)=O (stereo not given)
  A: 5%; B: 3%; C: 0%; D: 1%[46 µM]; E: -4%; F: nt; G: 4%; H: 15%

Cn1c(SCC(=O)c2ccc3c(c2)OCO3)nnc1C1COc2ccccc2O1 (stereo not given)
  A: 4%; B: -13%; C: -4%; D: -6%; E: -2%; F: 0%; G: ?; H: -4%

Cn1cnnc1Sc1cc(N2CCN(S(=O)(=O)c3ccccc3)CC2)ccc1[N+](=O)[O-]
  A: -3%; B: -7%; C: 10%; D: -18%; E: -1%; F: 4%; G: ?; H: 1%

Only KDM4E inh and RECQ1 helicase, for 4 of the compounds above:
| canonical_smiles | KDM4E inh | RECQ1 helicase |
| --- | --- | --- |
| O=C(N/N=C/c1cccs1)c1cccc(S(=O)(=O)Nc2ccc(Cl)cc2)c1 | 0% | i |
| CN1N=C(C(C)(C)C)CSC1=Nc1ccccc1 | -10% | -7% |
| COc1ccc(-c2ccc3c(N)c(C(=O)c4ccc(OC)c(OC)c4)sc3n2)cc1 | 1% | -9% |
| CCc1ccc(N2CC(C(=O)Nc3nccs3)CC2=O)cc1 (stereo not given) | -1% | -12% |

(further entries)
Screens by letter: A = RGS12 GoLoco inh; B = TRb-SRC2 inh; C = RECQ1 helicase; D = Lamin A splicing; E = TR SRC2 fluor cs; F = SMN2 splice up; G = ALDH1A1 inh; H = KDM4E inh
Cc1c(C(=O)O)cccc1-n1c(C)cc(/C=N/NC(=O)c2cc3ccccc3o2)c1C
  A: 0%; B: 3%; C: 2%; D: 0%; E: -4%; F: ?; G: -17%; H: ?

CNc1nc(-c2ccccc2)nc(-c2ccc(OC)cc2)c1C#N
  A: 3%; B: -4%; C: -1%; D: nt; E: 1%; F: 13%; G: ?; H: ?

O=C(NNS(=O)(=O)c1ccccc1)C1CCN(S(=O)(=O)c2ccc(Cl)cc2)CC1
  A: -6%; B: 2%; C: i; D: -7%; E: -2%; F: -5%; G: -3%; H: 4%

COc1cccc(Nc2ncc3nc(-c4ccccc4)c(=O)n(Cc4cccs4)c3n2)c1
  A: 5%; B: nt; C: 10%; D: ?; E: nt; F: nt; G: ?; H: nt

Cc1ccc(NC(=O)C2C3C=CC4(CN(Cc5cccnc5)C(=O)C24)O3)cc1 (stereo not given)
  A: 5%; B: -4%; C: 10%; D: -8%; E: -3%; F: 17%; G: 9%; H: 1%

COC(=O)c1ccc(NC(=S)NCC2CC2)cc1
  A: 6%; B: 8%; C: i; D: nt; E: 1%; F: -15%; G: 1%; H: -6%

c1ccc(N2CCN(c3nc4ccccc4n4nnnc34)CC2)cc1
  A: 13%; B: 1%; C: -3%; D: -8%; E: -3%; F: -5%; G: -3%; H: ?

CNc1nc(-c2ccccc2)nnc1C(F)(F)F
  A: 16%; B: 1%; C: -13%; D: -13%; E: -2%; F: 2%; G: 4%; H: -3%

Cc1cc(Nc2nc3c(c(=O)n(C)c(=O)n3C)n2C)n(-c2ccc(Cl)cc2)n1
  A: -2%; B: 2%; C: -12%; D: -12%; E: -1%; F: 4%; G: -3%; H: 1%

Cc1ccc(S(=O)(=O)c2nnn3c2nc(N2CCCCC2)c2ccccc23)cc1
  A: -5%; B: 6%; C: 0%; D: 22%; E: 0%; F: 2%; G: ?; H: -5%

Cc1cccc(CNc2nc(-c3cccc(NS(C)(=O)=O)c3)nc3ccccc23)c1
  A: -5%; B: 11%; C: -8%; D: ?; E: 1%; F: -8%; G: ?; H: ?

CCOC(=O)CNc1c(-c2ccc(F)cc2)nc2cnccn12
  A: 10%; B: 1%; C: 1%; D: -4%; E: -4%; F: 13%; G: ?; H: ?

O=C1c2cccc3c([N+](=O)[O-])ccc(c23)C(=O)N1c1nccs1
  A: -7%; B: 4%; C: i; D: ?; E: -23%; F: 12%; G: -13%; H: 1%

CCOC(=O)c1c(N)sc2c(O)c(Br)ccc12
  A: -8%; B: 7%; C: -5%; D: -1%; E: -1%; F: -9%; G: 0%; H: 5%

Copied from the entries so far (2 entries):
Screens by letter: A = RGS12 GoLoco inh; B = TRb-SRC2 inh; C = RECQ1 helicase; D = Lamin A splicing; E = TR SRC2 fluor cs; F = SMN2 splice up; G = ALDH1A1 inh; H = KDM4E inh
CN1N=C(C(C)(C)C)CSC1=Nc1ccccc1
  A: 5%; B: 2%; C: -7%; D: ?; E: -4%; F: nt; G: -2%; H: -10%

COc1ccc(-c2ccc3c(N)c(C(=O)c4ccc(OC)c(OC)c4)sc3n2)cc1
  A: 34%[activator]; B: -2%&-1%; C: -9%; D: -2%; E: -3%&1%; F: 19%&1%; G: -3%; H: 1%

Compound activity deposited in PubChem BioAssay by National Center for Advancing Translational Sciences (NCATS).
